G6PDH counter – counter-screen for G6PDH assay hits: L. mesenteroides G6PDH inhibition. Purified L. mesenteroides G6PDH, diaphorase/resazurin coupled fluorescence, 45 min. inhibition, % at 5 µM. actives 0.12% (n = 200,000). AID 1020; in the data active = inhibition above about 50%
FLuc act counter – firefly luciferase counter-screen for stimulation assays; activation factor at 10 µM; ATPlite luciferase biochemical, luminescence, 10 min; 0 = ATP-free wells, 1 = DMSO control; AID 1027; 200,000 tested, under 10 active; P08659;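 active = luciferase activation factor, scaled between plate controls, of at least 2 with compound at 10 µM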
Target sequence (P08659 whole entry, looked up): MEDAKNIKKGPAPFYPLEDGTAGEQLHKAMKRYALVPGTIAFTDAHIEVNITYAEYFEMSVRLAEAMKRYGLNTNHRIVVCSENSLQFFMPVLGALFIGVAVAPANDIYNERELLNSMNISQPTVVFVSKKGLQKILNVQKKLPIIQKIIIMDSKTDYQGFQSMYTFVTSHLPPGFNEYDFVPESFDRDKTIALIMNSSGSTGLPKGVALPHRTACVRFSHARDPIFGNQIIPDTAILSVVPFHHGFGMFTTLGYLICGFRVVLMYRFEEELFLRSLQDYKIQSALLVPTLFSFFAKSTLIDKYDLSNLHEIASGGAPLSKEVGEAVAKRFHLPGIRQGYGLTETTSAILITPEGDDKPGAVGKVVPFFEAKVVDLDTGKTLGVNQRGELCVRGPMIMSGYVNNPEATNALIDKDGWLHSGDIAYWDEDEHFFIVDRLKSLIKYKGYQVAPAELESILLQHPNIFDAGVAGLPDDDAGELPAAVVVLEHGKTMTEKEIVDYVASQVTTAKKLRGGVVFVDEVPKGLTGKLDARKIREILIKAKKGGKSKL
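Assay system: Luciferase/luciferin detection reagent, cell-free biochemical luciferase assay / Also added: ATP substrate / Schedule: 10 min at ambient temperature / Measured by: luminescence measurement of luciferase light output / Benchmarks: low control with PBS replacing ATP, high control enzyme plus ATP without compound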
Diaph inh CS – inhibits diaphorase or chemically oxidizes, flagging diaphorase assay artifacts; diaphorase resazurin-to-resorufin fluorescence, NADH, 16 min; bacterial (C. kluyveri) enzyme, not human; inhibition, % at 20 µM; actives 0.69% (n = 190,000); AID 1217;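 active = primary screen inhibition at 20 µM above a set limit, cut at about 50% in these data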;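 also: plate controls were DMSO with full reaction for no effect and wells lacking NADH for full effect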
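material = Clostridium kluyveri diaphorase enzyme | amount = 0.14 U/mL diaphorase, enzyme working solution | schedule = incubation 16 min, room temperature | detection = fluorescence of resorufin formed from resazurin, Ex 544/Em 590 nm | benchmarks = positive control minus NADH, DMSO neutral control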
STAT1 act – activators of IFN-gamma induced STAT1 signaling; NIH 3T3 STAT1-luciferase reporter, luminescence; 100% = IFN-gamma alone, no compound; activation (% of control), % at 5.5 µM; actives 2.6% (n = 200,000);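 active = activation above the screen-wide mean activation plus 3 SD, cut at about 130% in these data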;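 also: raw ratio to IFN-gamma control signal so 100% means no change and 0% no light; values of inactives mirror those of a sister screen read the other way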
FLuc inh counter – counter-screen for luciferase assay inhibitors: firefly luciferase inhibition; actives 1.5% (n = 200,000); ATPLite firefly luciferase biochemical luminescence, 10 min; inhibition, % at 10 µM; AID 1006;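 active = inhibition above about 50% when tested at 10 µM, limit read from the data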
APP 5'UTR act – APP 5'UTR luciferase reporter activation | SH-SY5Y APP 5'UTR luciferase reporter, luminescence; zero percent = DMSO vehicle wells | activation, % at 2 µM | actives 1% (n = 190,000) | AID 1276;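 active = activation above a set limit, based on mean plus 3 SD of controls, cut at about 140% in these data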; also: values of inactives mirror those of a sister screen read the other way
TLR4-MyD88 BLA – blocks binding of human TLR4 to MyD88; O00206+Q99836; HeLa CL3-4 TLR4/MyD88 BLA complementation, FRET ratio; inhibition, % at 8.4 µM; actives 0.18% (n = 200,000); AID 861; in the data active = inhibition above about 25%;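 also: 0% = vehicle and 100% = reference inhibitor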
APP 5UTR inh – APP translation inhibition | SH-SY5Y APP 5'UTR-luciferase reporter, luminescence | actives 0.82% (n = 190,000) | inhibition, % at 2 µM;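 active = inhibition above a set limit, derived from the sample mean plus 3 SD, cut at about 45% in these data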; also: values of inactives mirror those of a sister screen read the other way
Diaph act CS – diaphorase activation or chemical reduction counter-screen | Diaphorase/resazurin coupled assay, resorufin fluorescence, 16 min; stronger effect = higher value; 1 = vehicle wells, 0 = NADH-free wells | activation factor at 20 µM | actives 0.005% (n = 190,000);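 active = diaphorase activity raised at least twofold by the compound at 20 µM; inactive = activation factor below 2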
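test system = bacterial diaphorase enzyme (C. kluyveri) | quantity = enzyme 0.07 U/mL final | reagent = NADH substrate 0.114 mM plus resazurin dye 0.1 mM, final | incubation = 16 min enzyme reaction, ambient temperature | buffer or medium = HEPES pH 7.4 buffer with MgCl2 and Tween 20 | signal = fluorescence of resorufin, 544 nm excitation, 590 nm emission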
NF-kB expr up – NF-kB expression increase, human neuronal cells. NF-kB reporter expression; stronger effect = higher value. fold change at 12.5 µM. actives 1.6% (n = 190,000); in the data active = fold change above about 3.3
The depositor's hits bear a star; x = no result given.

SMILES | G6PDH counter | FLuc act counter | Diaph inh CS | STAT1 act | FLuc inh counter | APP 5'UTR act | TLR4-MyD88 BLA | APP 5UTR inh | Diaph act CS | NF-kB expr up
CN(Cc1ccccc1)C(=O)C1CCCN(Cc2cccc(Cl)c2)C1 (stereo not drawn) | -1.0 | 1 | 6.2 | 95.1 | -4.0 | -23.2 | -10.8 | 23.2 | 0.9 | 0.92
c1ccc(OCCSc2nc3ccccc3[nH]2)cc1 | 4.4 | 0.9 | 6.6 | 108.7 | 12.9 | 12.0 | -7.0 | -12.0 | 0.9 | 1.9
COc1cc(/C=N/Nc2nc(=O)[nH]nc2C)cc(OC)c1O | 13.0 | 0.9 | 16.2 | 120.2 | 8.4 | -1.5 | -3.0 | 1.5 | 0.8 | 0.99
COc1cc2c(cc1OC)C(c1cc([N+](=O)[O-])ccc1O)NCC2 (stereo not drawn) | 18.6 | 1 | -4.6 | 97.1 | 3.8 | 16.5 | 12.2 | -16.5 | 1 | 1.13
CC(C)N(C(=O)COC(=O)[C@@H]1CC(O)CN1S(=O)(=O)c1ccccc1[N+](=O)[O-])C(C)C (stereo partly drawn) | 2.3 | 1 | 9.3 | 100.3 | -4.0 | 4.4 | -6.5 | -4.4 | 0.9 | 1.32
Cc1nc(CN2CCN(C(=O)NC3(c4ccccc4)CC3)CC2)cs1 | 4.7 | 1.1 | -2.6 | 103.5 | -5.7 | -8.6 | -9.3 | 8.6 | 1 | 1.29
CCN(C1CCCCC1)S(=O)(=O)c1ccc(S(=O)(=O)N(CC(=O)Nc2ccccc2)C2CC2)cc1 | 4.6 | 1.1 | 16.0 | 103.2 | -5.0 | -0.8 | 0.1 | 0.8 | 0.8 | 0.98
COc1ccc(C2Nc3ccccc3C(=O)N2O)cc1CN1CCOCC1 (stereo not drawn) | 23.9 | 1.1 | 7.2 | 102.1 | -6.9 | 20.5 | -2.2 | -20.5 | 0.9 | 1.06
O=C(O)CN1C(=O)CSc2ccccc21 | 6.9 | 1.1 | 8.4 | 101.3 | -6.3 | 12.2 | 9.0 | -12.2 | 0.9 | 1.07
C=Cn1ccnc1P(=S)(c1ccc2c(c1)c1ccccc1n2CC)c1nccn1C=C | 8.1 | 1 | 33.8 | 99.0 | -4.2 | 1.8 | 3.9 | -1.8 | 0.7 | 0.86
Cc1cc(C)n(-c2ccc(C(=O)NC3CCCCC3)cc2)n1 | 13.1 | 1 | -2.9 | 102.8 | -1.6 | 4.0 | 6.3 | -4.0 | 1 | 1.3
CC1(C)Cc2cccc(OCC(=O)Nc3nccs3)c2O1 | 1.5 | 1 | 15.4 | 103.3 | 1.4 | -5.1 | -11.1 | 5.1 | 0.8 | 0.74
CCOC(=O)C1=C(C)N=c2s/c(=C\c3ccc(OCC(=O)O)cc3)c(=O)n2C1c1ccc(OC(C)C)cc1 (stereo not drawn) | -2.0 | 1.1 | 12.0 | 96.7 | -6.4 | 13.0 | -0.4 | -13.0 | 0.9 | 1.06
COc1ccccc1N1CCN(C(=O)COc2ccc(S(=O)(=O)NC(C)(C)C)cc2)CC1 | 13.8 | 1.1 | 7.7 | 89.4 | -10.4 | -0.7 | 4.3 | 0.7 | 0.9 | x
Cc1ccc(C)c(-n2c(Cc3cc(=O)[nH]c(=O)[nH]3)nnc2SCC(=O)NCc2ccco2)c1 | x | x | x | 104.6 | x | -7.0 | -9.5 | 7.0 | x | x
COc1cc(NC(=S)N2CCN(Cc3ccccc3)CC2)cc(OC)c1 | 5.5 | 1.1 | 7.7 | 97.9 | -5.9 | -4.6 | -1.5 | 4.6 | 0.9 | 1.03
CCc1cc(C=C(Cl)Cl)oc(=O)c1C | 2.2 | 1 | 10.1 | 103.6 | 0.3 | -4.3 | 7.6 | 4.3 | 0.9 | 1.12
CC(=O)CC(=O)Nc1ccn(-c2ccccc2)n1 | -1.9 | 1 | 5.5 | 104.3 | -1.8 | 26.3 | -8.5 | -26.3 | 0.9 | 0.89
O=C(c1ccc(S(=O)(=O)N2CCCCC2)cc1)N1CCN(c2ccccc2F)CC1 | 7.5 | 1.1 | 17.8 | 104.1 | -5.1 | -3.5 | -2.1 | 3.5 | 0.8 | 0.93
COc1cc(C(=O)Oc2cccc(C)c2)cc(OC)c1OC | 3.5 | 1.1 | 16.4 | 101.6 | -6.5 | -17.5 | 12.3 | 17.5 | 0.8 | 1.06
Cc1ccc(NC(=O)N2CCC(C(=O)Nc3ccc(C)cc3C)CC2)cc1 | 0.4 | 1.1 | -6.0 | 99.9 | -6.4 | x | 14.8 | 6.7 | 1.1 | x
O=C(c1cccnc1)N1CCN(C(=O)c2ccco2)CC1 | 3.3 | 1.1 | 11.0 | 99.6 | -5.3 | 4.4 | -0.2 | -4.4 | 0.9 | 0.95
Cc1cc(C(=O)NCc2cc(C)n(C)n2)sc1-c1ccccc1 | -17.8 | 1 | 18.0 | 91.5 | -3.6 | 11.7 | 5.8 | -11.7 | 0.8 | 1
O=C(O)C(Cc1ccccc1)N1C(=O)c2cccc3cccc(c23)C1=O (stereo not drawn) | 7.0 | 1 | 11.9 | 87.9 | -2.9 | 4.9 | 4.2 | -4.9 | 0.9 | 0.95
O=C(CN1C(=O)CCC1=O)Nc1ccc2c3c(cccc13)CC2 | -5.7 | 1 | 13.3 | 96.1 | -3.2 | 17.8 | -0.4 | -17.8 | 0.9 | 0.97
Cc1cccc(C)c1NS(=O)(=O)c1ccc(NC(=O)c2ccc(Cl)c([N+](=O)[O-])c2)cc1 | -11.7 | 1.1 | 13.8 | 99.6 | -6.0 | 10.0 | 2.6 | -10.0 | 0.9 | 0.72
Cc1cccc2cc(C#N)c(NCCNC(=O)COc3ccccc3)nc12 | 23.3 | 1 | 22.9 | 97.6 | -2.2 | 7.2 | -8.9 | -7.3 | 0.8 | 1.24
O=C(c1ccc(CS(=O)(=O)c2ccc(Br)cc2)o1)N1CCCC1 | 14.9 | 1.1 | 12.7 | 102.2 | -5.0 | x | -14.2 | x | 0.9 | 0.96
COc1ccc(CN2CCN(C(=O)C3CCC(CNS(=O)(=O)c4ccc(C)cc4)CC3)CC2)c(OC)c1OC (stereo not drawn) | -2.8 | 1.1 | 6.8 | 86.5 | -5.1 | 6.6 | -4.9 | -6.6 | 0.9 | 0.93
O=C(c1ccccc1)[C@H]1[C@H](c2ccccc2)[C@@]2(N=C(c3ccccc3)OC2=O)C2c3ccccc3C=NN21 (stereo partly drawn) | 10.2 | 1 | -7.4 | 94.4 | 1.2 | 31.4 | 5.5 | -31.4 | 1.1 | 1.64
CC(C)Oc1ccc(C(CC(=O)O)n2cnnn2)cc1 (stereo not drawn) | 3.7 | 1.1 | -4.7 | 97.6 | -10.3 | 1.0 | 0.1 | -1.0 | 1 | 1.05
COc1cc(NC(=O)CSc2c3c(nc4ccccc24)CCC3)cc(OC)c1OC | -2.5 | 1.1 | 10.0 | 89.6 | -9.2 | 10.9 | 1.1 | -10.9 | 0.9 | 0.89
NC(=O)C1(N2CCCCC2)CCN(c2nc(-c3ccccc3)cs2)CC1 | 13.8 | 1 | 7.1 | 104.4 | -4.0 | 10.2 | -12.0 | -10.2 | 0.9 | 0.88
O=C(CNC(=O)c1ccccc1Cl)N/N=C/C=C/c1ccccc1 | -17.4 | 1 | 10.5 | 111.4 | -0.4 | -5.6 | -7.6 | 5.6 | 0.9 | 1.23
COc1cc(NC(=O)c2ccccc2[N+](=O)[O-])ccc1NC(=O)C(C)C | -5.8 | 1.1 | 13.8 | 94.7 | -8.6 | -8.6 | -6.7 | 8.6 | 0.9 | 1.23
CCO/C=C1/C(=O)N(CC)c2ccccc21 | 1.0 | 1 | 5.9 | 99.5 | -2.1 | -6.6 | 7.8 | 6.6 | 0.9 | 0.93
COc1cccc(Nc2ncccc2C(=O)NCc2ccccc2)c1 | -24.2 | 1 | 49.0 | 89.2 | -3.8 | 2.1 | -2.1 | -2.1 | 0.5 | 0.87
c1ccc(C(c2ccccc2)N2CCN(C(c3ccccn3)c3nnnn3C3CCCC3)CC2)cc1 (stereo not drawn) | 10.6 | 1.1 | 15.9 | 83.6 | -9.8 | 13.0 | 5.5 | -13.0 | 0.8 | 0.99
CC[N+](CC)(CC)C/C=C/CN1CCCCC1 | 6.6 | 1 | 2.0 | 97.9 | -4.1 | 18.9 | 7.3 | -18.9 | 1 | 0.9
COc1cccc(/C=N/c2oc(-c3ccccc3)cc2C#N)c1O | -42.9 | 0.9 | 15.9 | 103.1 | 10.3 | -8.3 | -14.9 | 8.3 | 0.8 | 1.33

Of the compounds above, three have an aryl thioether with sulfur outside any ring:
SMILES | G6PDH counter | FLuc act counter | Diaph inh CS | STAT1 act | FLuc inh counter | APP 5'UTR act | TLR4-MyD88 BLA | APP 5UTR inh | Diaph act CS | NF-kB expr up
c1ccc(OCCSc2nc3ccccc3[nH]2)cc1 | 4.4 | 0.9 | 6.6 | 108.7 | 12.9 | 12.0 | -7.0 | -12.0 | 0.9 | 1.9
Cc1ccc(C)c(-n2c(Cc3cc(=O)[nH]c(=O)[nH]3)nnc2SCC(=O)NCc2ccco2)c1 | x | x | x | 104.6 | x | -7.0 | -9.5 | 7.0 | x | x
COc1cc(NC(=O)CSc2c3c(nc4ccccc24)CCC3)cc(OC)c1OC | -2.5 | 1.1 | 10.0 | 89.6 | -9.2 | 10.9 | 1.1 | -10.9 | 0.9 | 0.89

More records:
SMILES | G6PDH counter | FLuc act counter | Diaph inh CS | STAT1 act | FLuc inh counter | APP 5'UTR act | TLR4-MyD88 BLA | APP 5UTR inh | Diaph act CS | NF-kB expr up
O=C1/C(=C/c2cccs2)CCC1C1CCCC1 (stereo not drawn) | 0.4 | 0.8 | 11.6 | 119.0 | 23.3 | 101.7 | -9.2 | -101.7 | 0.9 | 5.68*
COC(=O)c1sccc1NC(=O)CSc1ccccc1N | 8.2 | 1.1 | 25.0 | 104.0 | -8.1 | 4.1 | -2.0 | -4.1 | 0.8 | 0.93
COc1cccc(C(C(=O)NC2CCCCC2)N(C(=O)Cc2cccs2)c2ccc(-n3cnnn3)c(OC)c2)c1 (stereo not drawn) | 8.3 | 1.1 | 16.0 | 96.1 | -6.3 | 6.3 | -10.0 | -6.3 | 0.8 | 1.31
O=C(c1ccc(-c2ccccc2)cc1)N1CCN(c2ncccn2)CC1 | -14.7 | 1 | 4.1 | 102.9 | -3.2 | -9.7 | -7.2 | 9.7 | 1 | 1.34
Cc1ccccc1NC(=O)CN1CCC(NC(=O)Nc2ccccc2)CC1 | -11.1 | 1.1 | 7.7 | 99.2 | -5.6 | 2.8 | 2.9 | -2.8 | 0.9 | 1.09
COc1ccccc1N=Cc1nc(-c2ccccc2)oc1OC(C)=O | 0.9 | 1 | 13.9 | 92.3 | 0.6 | 25.9 | -10.5 | -25.9 | 0.9 | 1.01
CN(C(=S)Oc1ccc(C(=O)Nc2ccccc2)cc1)c1ccccc1 | 12.2 | 1 | 18.9 | 89.7 | -3.4 | -14.0 | -7.3 | 14.0 | 0.8 | 1.01
COC(=O)Nc1ccc(S(=O)(=O)Nc2ccccc2F)cc1 | 3.4 | 1 | 4.1 | 101.0 | -4.2 | 7.2 | 7.0 | -7.2 | 1 | 1.18

Screening data (PubChem BioAssay)
